Assay outcomes deposited in PubChem BioAssay by National Center for Advancing Translational Sciences (NCATS).
Tb PYK inh: qHTS of Trypanosoma Brucei Inhibitors; pyruvate kinase (Trypanosoma brucei), Q57TT1; AID 624173, 2012; Potency, µM (doses to about 76.8 µM), inactives show at the highest dose activity, negative = inhibition, usual class: inhibitors; TbPYK enzyme, Kinase-Glo Plus ATP luminescence, 45 min; 410,000 compounds, 0.12% hits; also: potency is read from the fitted curve at half-maximal effect; % is scaled to controls: 0 for no effect and ±100 for the full control effect; nearly all actives have a fitted effect of over 50% in size
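Screened from lowest to highest concentration, compounds were pinned into TbPYK/substrate mixtures, and ADP (130 uM final) was added. Plates sat at room temperature for 45 min prior to Kinase-Glo Plus detection by luminescence.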
LmPK inh: qHTS Assay for Inhibitors of Leishmania Mexicana Pyruvate Kinase (LmPK) | purified LmPK, Kinase-Glo ATP luminescence, 1 h | Potency, µM (top dose mostly 57.5 µM), without a hit: at the top dose activity change, negative = inhibition, hits mostly inhibitors | 290,000 compounds, 0.37% hits; also: potency is read from the fitted curve at half-maximal effect; % is scaled to controls: 0 for no effect and ±100 for the full control effect
Target sequence (Q27686 whole entry, looked up): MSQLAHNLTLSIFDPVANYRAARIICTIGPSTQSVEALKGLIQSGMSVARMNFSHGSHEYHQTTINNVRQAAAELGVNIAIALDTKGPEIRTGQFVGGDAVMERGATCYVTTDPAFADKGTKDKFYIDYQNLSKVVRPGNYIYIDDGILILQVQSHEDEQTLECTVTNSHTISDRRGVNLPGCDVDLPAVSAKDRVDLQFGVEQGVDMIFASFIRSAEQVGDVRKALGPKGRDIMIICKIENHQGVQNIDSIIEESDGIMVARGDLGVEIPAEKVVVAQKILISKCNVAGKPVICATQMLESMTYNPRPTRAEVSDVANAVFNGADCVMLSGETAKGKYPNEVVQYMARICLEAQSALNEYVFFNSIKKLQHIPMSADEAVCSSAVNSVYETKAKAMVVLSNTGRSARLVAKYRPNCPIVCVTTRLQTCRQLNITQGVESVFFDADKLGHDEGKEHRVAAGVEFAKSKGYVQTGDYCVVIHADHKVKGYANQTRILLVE
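ATP generated from ADP (0.1 mM) and PEP (0.5 mM) by 0.1 nM LmPK over 1 h at room temperature (pH 7.2 imidazole buffer) was detected by coupled luciferase luminescence. Values were normalized to uninhibited and no-enzyme wells.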
Pf growth 48h: Primary qHTS for delayed death inhibitors of the malarial parasite plastid, 48 hour incubation. P. falciparum luciferase growth in erythrocytes, 48 h. Potency, µM (series often up to 28.7 µM), inactives show at the top dose activity change, negative = inhibition, actives largely listed as inhibitors. 310,000 compounds, 5.9% hits. AID 504832, 2011; also: potency is read from the fitted curve at half-maximal effect; % is scaled to controls: 0 for no effect and ±100 for the full control effect
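Luminescence readout; reporter = integrated firefly luciferase in P. falciparum. RBC culture at 2% hematocrit, 0.1% parasitemia final, 37 C/5% CO2; decreased signal taken as growth inhibition.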
Pf growth 96h: Primary qHTS for delayed death inhibitors of the malarial parasite plastid, 96 hour incubation. P. falciparum luciferase reporter growth, 96 h. 320,000 compounds, 6.9% hits. Potency, µM (series often up to 28.7 µM), for inactives: at the highest dose activity change, negative = inhibition, most hits filed as inhibitors; also: potency is read from the fitted curve at half-maximal effect; % is scaled to controls: 0 for no effect and ±100 for the full control effect
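Luminescence readout: decreased luciferase signal marks inhibited growth of reporter-expressing P. falciparum in infected red cells (2% hematocrit, 0.05% parasitemia final), exposed to compound two generations (96 h, 37 C, 5% CO2).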
Shiga toxin inh: A qHTS for Small Molecule Inhibitors of Shiga Toxin; Vero cells, Shiga toxin protein synthesis inhibition reporter; inhibition, % at 38.7 µM; 290,000 compounds, 9.2% hits; AID 2315, 2010; in the data active = inhibition mostly above about 28%, no sharp cut-off; inactive = mostly below about 43%; also: 0% is about no effect
AmpC no deterg: qHTS Inhibitors of AmpC Beta-Lactamase (assay without detergent); P00811; AmpC nitrocefin hydrolysis, absorbance 480 nm, 0.0001% Triton; Potency, µM (titrated, usually from 57.1 µM), for the others: at the highest dose activity change, negative = inhibition, actives largely listed as inhibitors; 330,000 compounds, 0.52% hits; AID 485341, 2010;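 also: potency is read from the fitted curve at half-maximal effect; plate controls were no compound for no effect and no enzyme for full effect; nearly all actives have a fitted effect of over 20% in size; some results filed as inactive show a strong effect at the top dose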
Target sequence (P00811 whole entry, looked up): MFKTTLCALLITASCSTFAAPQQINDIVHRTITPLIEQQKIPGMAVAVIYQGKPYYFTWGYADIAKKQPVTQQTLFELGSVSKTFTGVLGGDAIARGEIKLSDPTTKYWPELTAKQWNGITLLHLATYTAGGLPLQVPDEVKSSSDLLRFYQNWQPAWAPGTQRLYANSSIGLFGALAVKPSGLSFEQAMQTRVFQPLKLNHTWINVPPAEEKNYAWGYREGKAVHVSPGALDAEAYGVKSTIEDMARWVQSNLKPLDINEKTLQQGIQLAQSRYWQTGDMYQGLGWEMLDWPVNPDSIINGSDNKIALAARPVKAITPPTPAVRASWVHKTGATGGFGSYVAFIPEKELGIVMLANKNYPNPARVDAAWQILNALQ
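AmpC (5.3 nM in the dispensed reagent) in 20 mM phosphate pH 7.0 with 0.01% (detergent screen) or 0.0001% Triton X-100 was preincubated with compounds for 15 min at room temperature. Nitrocefin was then added from an 800 uM solution, and hydrolysis was followed at 480 nm.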
Cycloheximide cs: Cycloheximide Counterscreen for Small Molecule Inhibitors of Shiga Toxin; cell reporter, cycloheximide protein synthesis inhibition counterscreen; max response, %; 300,000 compounds, 12% hits; in the data active = max response mostly above about 13%, no sharp cut-off; inactive = mostly below about 14%; also: read at 38.3 µM for the half of the compounds with a filed dose; 0% is about no effect
* hit, by the source's call; [ ] = remark or other dose. Unless noted, calls follow the shape of the dose curve; as a rule, active = well fitted curve in the direction sought with a large enough effect; inconclusive = small, poorly fitted or top-dose-only effect, or another doubt; inactive = no such curve, though single readings can be large; an effect the other way counts as inactive or inconclusive.

What do the screens show for `CCOC(=O)c1ccc(NC(=O)CN2C(=O)C(C)SC(C)C2=O)cc1` (stereo not given)?
Tb PYK inh: 6%; LmPK inh: 2%; Pf growth 48h: 38%[activator]; Pf growth 96h: 456%[activator]; Shiga toxin inh: 10; AmpC no deterg: -47%; Cycloheximide cs: 11

What do the screens show for `CC1CCc2nc3ccc(S(=O)(=O)N4CCC(C(=O)O)CC4)cc3c(C(=O)O)c2C1` (stereo not given)?
Tb PYK inh: 4%; LmPK inh: -3%; Pf growth 48h: 34%[activator]; Pf growth 96h: inconclusive; Shiga toxin inh: -2; AmpC no deterg: -9%; Cycloheximide cs: 2

Results for O=C1C2C3C=CC(CC3)C2C(=O)N1/N=C/c1c[nH]c2ccccc12 (stereo not given) ?
Tb PYK inh: 1%; LmPK inh: 1%; Pf growth 48h: 169%[activator]; Pf growth 96h: 78%[activator]; Shiga toxin inh: 125*; AmpC no deterg: -23%; Cycloheximide cs: 52*

What do the screens show for `COc1ccc(S(=O)(=O)NCc2ccccc2Cl)cc1OC`?
Tb PYK inh: -3%; LmPK inh: 0%; Pf growth 48h: 15%; Pf growth 96h: 115%[activator]; Shiga toxin inh: -25; AmpC no deterg: -17%; Cycloheximide cs: -6

What do the screens show for `Cc1cc(C)c[n+](C(C)C(=O)c2ccc(Cl)cc2)c1` (stereo not given)?
Tb PYK inh: 1%; LmPK inh: 2%; Pf growth 48h: inconclusive; Pf growth 96h: inconclusive; Shiga toxin inh: -6; AmpC no deterg: -6%; Cycloheximide cs: 1

How did CC(=O)Oc1ccc2c(c1)O/C(=C\c1ccncc1)C2=O do in these assays?
Tb PYK inh: -8%; LmPK inh: -18%; Pf growth 48h: -15%; Pf growth 96h: inconclusive; Shiga toxin inh: 7; AmpC no deterg: -10%; Cycloheximide cs: 2

What do the screens show for `N#Cc1c(-c2cccc(Cl)c2)[nH]c(=S)[nH]c1=O`?
Tb PYK inh: 1%; LmPK inh: 8%; Pf growth 48h: 16%; Pf growth 96h: 33%[activator]; Shiga toxin inh: 3; AmpC no deterg: -20%; Cycloheximide cs: -3

How did CCOC(=O)C1=C(C)OC(N)=C(C#N)C1c1ccc(C)s1 (stereo not given) do in these assays?
Tb PYK inh: -4%; LmPK inh: -7%; Pf growth 48h: 24%; Pf growth 96h: inconclusive; Shiga toxin inh: -9; AmpC no deterg: -18%; Cycloheximide cs: 10

How did Cc1cccc(C)c1NC(=O)CNC(=O)C1CCCC1 do in these assays?
Tb PYK inh: 5%; Pf growth 48h: 24%; Pf growth 96h: 0%; AmpC no deterg: -8%

What do the screens show for `Cc1cccc(N2CCN(C(=O)C3CCN(S(=O)(=O)N4CCOCC4)CC3)CC2C)c1` (stereo not given)?
Tb PYK inh: 1%; LmPK inh: 1%; Pf growth 48h: -15%; Pf growth 96h: -21%; Shiga toxin inh: 5; AmpC no deterg: 117%[activator]; Cycloheximide cs: -5

What do the screens show for `CS(=O)(=O)Oc1ccc(/C=C2\C(=N)N3N=C(CC(=O)N4CCOCC4)SC3=NC2=O)cc1Cl`?
Tb PYK inh: 12%; LmPK inh: 4%; Pf growth 48h: 0%; Pf growth 96h: 57%[activator]; Shiga toxin inh: -13; AmpC no deterg: -25%; Cycloheximide cs: -2

What do the screens show for `O=C(OCN1C(=O)c2ccccc2C1=O)c1cccc(S(=O)(=O)N2CCOCC2)c1`?
Tb PYK inh: 0%; LmPK inh: -7%; Pf growth 48h: 13%; Pf growth 96h: -21%; Shiga toxin inh: -25; AmpC no deterg: -21%; Cycloheximide cs: -4

What do the screens show for `COc1ccccc1CCCNC(=O)C1CCC(=O)N(Cc2ccccc2F)C1` (stereo not given)?
Tb PYK inh: 5%; LmPK inh: -1%; Pf growth 48h: 14%; Pf growth 96h: inconclusive; Shiga toxin inh: 100*; AmpC no deterg: 59%; Cycloheximide cs: 41*

What do the screens show for `CCOc1ccc(C(=O)N2CCN(c3cnn(-c4ccccc4)c(=O)c3Cl)CC2)cc1`?
Tb PYK inh: 0%; LmPK inh: 6%; Pf growth 48h: 33%[activator]; Pf growth 96h: -23%; Shiga toxin inh: -6; AmpC no deterg: -11%; Cycloheximide cs: 1

How did Cc1cc(/C=C2\Sc3ccccc3N2C)cc(C)[n+]1CC1CCCO1 (stereo not given) do in these assays?
Tb PYK inh: -17%; LmPK inh: 2%; Pf growth 48h: inconclusive; Pf growth 96h: inconclusive; Shiga toxin inh: -7; AmpC no deterg: 1%; Cycloheximide cs: -1

How did CN1/C(=C\C=Nc2ccc3ccccc3c2)C(C)(C)c2ccccc21 do in these assays?
LmPK inh: 4%; Pf growth 48h: 19%; Pf growth 96h: 49%[activator]; Shiga toxin inh: 53; AmpC no deterg: -7%; Cycloheximide cs: 47*

How did CC1CCC(C(C)C)C(OCC(O)CNC(C)C)C1 (stereo not given) do in these assays?
Tb PYK inh: -1%; LmPK inh: 4%; Pf growth 48h: inconclusive; Pf growth 96h: inconclusive; Shiga toxin inh: -24; AmpC no deterg: 13%; Cycloheximide cs: 2

What do the screens show for `CS(=O)(=O)/C(C#N)=C/c1cccn1S(=O)(=O)c1ccccc1`?
Tb PYK inh: -18%; LmPK inh: 7%; Pf growth 48h: 7%; Pf growth 96h: inconclusive; Shiga toxin inh: 9; AmpC no deterg: -10%; Cycloheximide cs: 4

How did C=Cn1ccnc1P(=S)(c1nccn1C=C)c1nccn1C=C do in these assays?
Tb PYK inh: 3%; LmPK inh: -7%; Pf growth 48h: inconclusive; Pf growth 96h: inconclusive; Shiga toxin inh: -11; AmpC no deterg: 38%; Cycloheximide cs: -2

How did O=C(/C=C\c1ccco1)Nc1ccc(N2CCN(C(=O)c3ccccc3)CC2)cc1 do in these assays?
Tb PYK inh: 0%; LmPK inh: 4%; Pf growth 48h: inconclusive; Pf growth 96h: 5.9µM*; Shiga toxin inh: 5; AmpC no deterg: -13%; Cycloheximide cs: -3

Results for COc1ccc(Cl)cc1Nc1cc(C)nc2nc(C)nn12 ?
Tb PYK inh: 1%; LmPK inh: -4%; Pf growth 48h: -18%; Pf growth 96h: 0%; Shiga toxin inh: -16; AmpC no deterg: -11%; Cycloheximide cs: -3

What do the screens show for `O=C(N/C(=C/c1ccc(F)cc1)C(=O)N1CCCC1)c1ccccc1`?
Tb PYK inh: 5%; LmPK inh: 8%; Pf growth 48h: 0%; Pf growth 96h: 33%[activator]; Shiga toxin inh: 5; AmpC no deterg: 4%; Cycloheximide cs: -3

What do the screens show for `O=C(COc1cccc2ccccc12)N/N=C/c1ccc(Sc2nc3ccccc3s2)o1`?
Tb PYK inh: 1%; LmPK inh: 3%; Pf growth 48h: inconclusive; Shiga toxin inh: -3; AmpC no deterg: -37%; Cycloheximide cs: 12

Results for Cc1nn(-c2ccccc2)c(C)c1P(=O)(c1ccccc1)N(C)C (stereo not given) ?
Tb PYK inh: -6%; LmPK inh: 12%; Pf growth 96h: inconclusive; Shiga toxin inh: -2; AmpC no deterg: -3%; Cycloheximide cs: -2

Results for Cc1ncc(CC(=O)n2cc(C(=O)c3cc(Cl)ccc3O)cn2)s1 ?
Tb PYK inh: -18%; LmPK inh: 1%; Pf growth 48h: 17%; Pf growth 96h: 20%; Shiga toxin inh: 9; AmpC no deterg: -26%; Cycloheximide cs: 11

What do the screens show for `Cc1cc([N+](=O)[O-])nn1CCCC(=O)Nc1cccnc1Cl`?
Tb PYK inh: 4%; LmPK inh: 0%; Pf growth 48h: 22%; Pf growth 96h: 0%; Shiga toxin inh: 14; AmpC no deterg: -22%; Cycloheximide cs: 3

Results for COc1cccc(-n2c(Cc3cc(=O)[nH]c(=O)[nH]3)nnc2SCC(=O)N2CCC(C)CC2)c1 ?
Tb PYK inh: -7%; LmPK inh: 1%; Pf growth 48h: 19%; Pf growth 96h: -8%; Shiga toxin inh: 10; AmpC no deterg: 8%; Cycloheximide cs: -1

How did Cc1nn(C(=O)c2cc([N+](=O)[O-])ccc2Cl)c(C)c1Br do in these assays?
Tb PYK inh: 3%; LmPK inh: 3%; Pf growth 48h: 42%[activator]; Pf growth 96h: 10%; Shiga toxin inh: 14; AmpC no deterg: -13%; Cycloheximide cs: 7

Results for Cc1c(C(=O)Nc2nccs2)sc2nc(-c3cccs3)cc(C(F)(F)F)c12 ?
Tb PYK inh: 3%; LmPK inh: -2%; Pf growth 48h: inconclusive; Pf growth 96h: inconclusive; Shiga toxin inh: -2; AmpC no deterg: -30%; Cycloheximide cs: -3

What do the screens show for `CC#CC(=O)N1CCC(CCc2ccccc2)(C(=O)OCC)CC1`?
Tb PYK inh: 2%; LmPK inh: 8%; Pf growth 48h: inconclusive; Pf growth 96h: inconclusive; Shiga toxin inh: -5; AmpC no deterg: 62%[activator]; Cycloheximide cs: 2

How did CS(=O)(=O)c1ccccc1-c1nnc(NC(=O)c2ccc(S(=O)(=O)N3CCCC3)cc2)o1 do in these assays?
Tb PYK inh: 3%; Pf growth 48h: -14%; Pf growth 96h: -3%; AmpC no deterg: -29%

Results for Fc1cccc(CNCc2ccc3c(c2)OCO3)c1 ?
Tb PYK inh: -1%; LmPK inh: -10%; Pf growth 48h: 26%; Pf growth 96h: 29%; AmpC no deterg: -24%; Cycloheximide cs: -2

What do the screens show for `CCOC(=O)[C@H]1[C@H]2COc3ccc(Cl)cc3[C@@H]2N2C(=O)CN(Cc3ccccc3)C(=O)[C@@]12C`?
Tb PYK inh: 1%; Pf growth 48h: inconclusive; Pf growth 96h: 5.9µM*; AmpC no deterg: 189%[activator]

Results for NNC(=O)CCN1CCN(Cc2ccccc2)CC1 ?
Tb PYK inh: 1%; LmPK inh: 1%; Pf growth 48h: 21%; Pf growth 96h: inconclusive; Shiga toxin inh: 24; AmpC no deterg: 1%[2.29 µM]; Cycloheximide cs: 10

What do the screens show for `Cc1ccc(CN(C(=O)c2c(F)cccc2F)C2CC(C)(C)NC(C)(C)C2)o1`?
Tb PYK inh: -2%; LmPK inh: -4%; Pf growth 48h: -22%; Shiga toxin inh: -12; AmpC no deterg: -1%; Cycloheximide cs: -4

Results for O=C(CN1CCOCC1)NNC(=S)Nc1ccc(Cl)cc1 ?
Tb PYK inh: -21%; LmPK inh: 1%; Pf growth 48h: 5%; Pf growth 96h: -12%[5.75 µM]; Shiga toxin inh: -4; AmpC no deterg: -26%; Cycloheximide cs: -1
